AmpC inh detg: qHTS Inhibitors of AmpC Beta-Lactamase (assay with detergent); P00811; AmpC hydrolysis of nitrocefin, absorbance 480 nm, 0.01% Triton; Potency, µM (doses to about 114 µM), for the others: at the highest dose activity change, negative = inhibition, hits mostly inhibitors; hit rate 0.041% among 370,000;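 also: potency is read from the fitted curve at half-maximal effect; 0% = no-compound wells and -100% = no-enzyme wells; nearly all actives have a fitted effect of over 25% in size; some results filed as inactive show a strong effect at the top dose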
Target sequence (P00811 whole entry, looked up): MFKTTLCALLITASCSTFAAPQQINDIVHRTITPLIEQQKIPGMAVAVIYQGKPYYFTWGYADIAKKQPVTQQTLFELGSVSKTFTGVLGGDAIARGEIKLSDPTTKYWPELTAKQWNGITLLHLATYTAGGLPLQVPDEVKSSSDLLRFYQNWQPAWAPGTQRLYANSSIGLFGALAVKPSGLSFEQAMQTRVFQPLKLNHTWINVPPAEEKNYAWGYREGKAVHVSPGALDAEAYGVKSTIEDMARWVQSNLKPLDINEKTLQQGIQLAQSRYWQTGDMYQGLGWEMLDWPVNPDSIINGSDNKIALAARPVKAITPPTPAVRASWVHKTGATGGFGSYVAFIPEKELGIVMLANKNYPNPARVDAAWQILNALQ
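20 mM phosphate pH 7.0 + 0.01% (detergent screen) or 0.0001% Triton X-100; 5.3 nM AmpC reagent; cpd preinc 15 min RT; nitrocefin (800 uM stock) to start; A480 q20 s × 4 min; Activity was normalised to no-enzyme and no-compound control wells.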
FBPA Giardia inh: qHTS Assay for Inhibitors of Fructose-1,6-bisphosphate Aldolase from Giardia Lamblia; A8B2U2; purified Giardia FBPA; Potency, µM (series often up to 59.6 µM), without a hit: at the top dose activity, negative = inhibition, most hits filed as inhibitors; hit rate 0.71% among 290,000; AID 2451, 2010; also: potency is read from the fitted curve at half-maximal effect; nearly all actives have a fitted effect of over 55% in size
Target sequence (A8B2U2 whole entry, looked up): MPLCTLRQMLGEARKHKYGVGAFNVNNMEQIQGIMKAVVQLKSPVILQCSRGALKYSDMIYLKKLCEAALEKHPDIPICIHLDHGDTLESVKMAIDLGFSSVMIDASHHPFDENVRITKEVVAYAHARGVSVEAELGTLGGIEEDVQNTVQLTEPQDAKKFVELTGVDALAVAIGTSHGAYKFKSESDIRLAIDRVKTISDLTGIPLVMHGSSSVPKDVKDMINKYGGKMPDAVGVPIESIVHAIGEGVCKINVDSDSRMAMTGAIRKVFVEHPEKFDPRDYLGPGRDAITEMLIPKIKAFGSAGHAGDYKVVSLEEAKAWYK
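Giardia FBPA (40 nM reagent) was preincubated 10 min at RT with compound (up to 57.5 uM final), then substrate plus GAPDH/TPI/NAD/arsenate coupling system with diaphorase/resazurin was added; resorufin fluorescence (525/598 nm) was read after 20 min.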
HCMV inh: qHTS Assay for inhibitors of the human cytomegalovirus (HCMV); HFF cells, HCMV-luciferase reporter, 72 h; hits give low values; AID 1259415, 2018; hit rate 4.5% among 410,000; activity change, negative = inhibition, % at 57.5 µM; in the data active = activity change below about -60%; inconclusive = no clear call, values can overlap the other calls; inactive = above about -39%
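Two-dose cell screen: HFF monolayers treated with compounds and infected with luciferase-expressing HCMV at 1 PFU/cell, 72 h at 37C, then lysed for luciferase measurement.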
HCV inhibitor: qHTS Assay for Inhibitors of Hepatitis C Virus (HCV) | Huh7.5.1 HCVcc-Cre infection, luciferase reporter, 44 h | Potency, µM (series often up to 41.8 µM), without a hit: top-dose activity change, negative = inhibition, hits mostly inhibitors | hit rate 3.4% among 340,000; also: potency is read from the fitted curve at half-maximal effect
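Compounds are dispensed onto cells plated 4 h earlier at 1,000 per well, with HCVcc-Cre virus (about 0.5 moi) added next. Following 44 h of culture, luminescent signal is measured for 15 sec after 15 min with substrate at room temperature.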
Sm TGR block: qHTS Assay for the Inhibitors of Schistosoma Mansoni Peroxiredoxins | purified TGR, DTNB reduction, TNB absorbance 405 nm | Potency, µM (series often up to 114 µM), for inactives: top-dose activity change, negative = inhibition, most hits filed as inhibitors | Schistosoma mansoni thioredoxin glutathione reductase (TGR), Q962Y6 | AID 485364, 2010 | hit rate 3% among 360,000; also: potency is read from the fitted curve at half-maximal effect; nearly all actives have a fitted effect of over 60% in size
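TGR 20 nM + NADPH 100 uM (dispensed conc.), cpd preinc 15 min RT; start with NADPH (500 uM addition) then DTNB (15 mM addition). Kinetic TNB absorbance, 405 nm filter. Four-parameter Hill fit across titration.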
AMA1 RON2 block: qHTS for Inhibitors of AMA1-RON; Towards Development of Antimalarial Drug Lead: Primary Screen; AlphaScreen AMA1-biotinylated RON2 peptide binding; hit rate 0.2% among 360,000; Plasmodium falciparum AMA1 (3D7) - RON2 peptide interaction; Potency, µM (top dose mostly 58.2 µM), for the others: top-dose activity change, negative = inhibition, most hits filed as inhibitors; AID 720542, 2013;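 also: potency is read from the fitted curve at half-maximal effect; 0% = vehicle wells and -100% = peptide control; nearly all actives have a fitted effect of over 45% in size; some results filed as inactive show a strong effect at the top dose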
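AMA1 (3D7) with his tag at 25 nM final met compounds first, then biotinylated RON2 peptide at 25 nM; detection used donor plus acceptor beads, 10 µg/mL apiece, read by AlphaScreen after 30 min at room temperature.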
* hit, by the source's call; ? = inconclusive; . = not tested or not shown; [ ] = remark or other dose. Unless noted, calls follow the shape of the dose curve; as a rule, active = well fitted curve in the direction sought with a large enough effect; inconclusive = small, poorly fitted or top-dose-only effect, or another doubt; inactive = no such curve, though single readings can be large; an effect the other way counts as inactive or inconclusive. Unless noted, % is scaled to controls: 0 for no effect and ±100 for the full control effect.

SMILES | AmpC inh detg | FBPA Giardia inh | HCMV inh | HCV inhibitor | Sm TGR block | AMA1 RON2 block
CN(CC(=O)Nc1cccc(F)c1)CC(=O)Nc1cccc(S(N)(=O)=O)c1 | -3.8% | -8.3% | 8.5 | -8.6% | 1.5% | 60.5%[activator]
CC(C)NC(=O)c1ccccc1NC(=O)CS(=O)(=O)Cc1ccccc1 | -7.8% | -0.9% | -13.5 | -21.0% | 1.8% | -4.3%
O=C(NN1CCCCCC1)c1ccccc1F | . | . | 44.0 | 1.0% | . | 2.3%
COc1ccc(CCC(=O)NC2CC(=O)N(c3ccccc3)C2)cc1 (configuration not stated) | 6.3% | . | -1.6 | . | -1.2% | .
Cc1ccc(O)c(C(=O)c2cc(C(=O)NCCc3ccccc3)c(=O)n(CCc3ccccc3)c2)c1 | -6.5% | -0.6% | -7.5 | ? | -19.0% | -24.4%
CCOc1ccc(NC(=O)CC2C(=O)N(c3ccccc3)C(=S)N2Cc2ccccn2)cc1 (configuration not stated) | 3.0% | -11.2% | 27.6 | ? | 14.6% | 5.7%
CC(=O)Nc1ccc(S(=O)(=O)NCCC(=O)NC2CCCCCC2)cc1 | 0.0% | . | -23.4 | 13.8% | -11.1% | 0.0%
COCCNC(=S)N1CCC(NC(=O)Nc2ccc(C)cc2)CC1 | 6.3% | 6.8% | -23.7 | 7.3% | -1.2% | -4.7%
CCN(C(=O)COc1ccc(N(C)S(=O)(=O)c2ccc(NC(C)=O)cc2)cc1)C1CCCCC1 | . | . | -25.8 | -15.8% | . | -0.4%
O=C(Nc1ccc2ncccc2c1)c1cc(Cl)ccc1Cl | 3.2% | -10.1% | -37.4 | ? | -2.7% | 0.3%

Complete entries as entered above.
CN(CC(=O)Nc1cccc(F)c1)CC(=O)Nc1cccc(S(N)(=O)=O)c1 across the screens: AmpC inh detg = -3.8%; FBPA Giardia inh = -8.3%; HCMV inh = 8.5; HCV inhibitor = -8.6%; Sm TGR block = 1.5%; AMA1 RON2 block = 60.5%[activator]
O=C(Nc1ccc2ncccc2c1)c1cc(Cl)ccc1Cl across the screens: AmpC inh detg = 3.2%; FBPA Giardia inh = -10.1%; HCMV inh = -37.4; HCV inhibitor = ?; Sm TGR block = -2.7%; AMA1 RON2 block = 0.3%

Continuation.
SMILES | AmpC inh detg | FBPA Giardia inh | HCMV inh | HCV inhibitor | Sm TGR block | AMA1 RON2 block
O=C(O)CCC(=O)N(Cc1ccco1)c1nc(-c2ccccc2)cs1 | -14.0% | 14.1% | 2.4 | 12.2% | 44.7µM* | -2.1%
COc1ccc(S(=O)(=O)Nc2nc3ccccc3s2)cc1 | -2.7% | 8.5% | 5.3 | 30.6%[activator] | -13.6% | 0.6%
NNc1nnnc2c1sc1nc(N3CCOCC3)c3c(c12)CCCC3 | -0.4% | -4.0% | . | -4.9% | ? | 55.8%[activator]
Cc1ccc2[nH]cc(CCNC(=O)/C=C/c3ccco3)c2c1 | -0.3% | -3.1% | 2.2 | -28.9% | 28.2µM* | -12.7%
CC(=O)N1CCN(C(=O)C(Cc2ccccc2)NC(=O)c2ccccc2)CC1 (configuration not stated) | ? | . | -28.6 | -8.7% | -4.3% | -4.7%
CCOc1ccc(NC(=O)CSc2nnc(N)s2)c([N+](=O)[O-])c1 | 7.5% | -8.3% | 25.2 | 8.2% | -2.2% | 35.8%[activator]
CCCCc1c(C)nn(-c2nnc3c4ccccc4n(CC)c3n2)c1C | 1.0% | 6.0% | -27.8 | ? | 10.6% | 1.5%
CCOc1ccc2c(c1)sc(N)[n+]2Cc1cc(C)cc2cccnc12 | -3.5% | 0.3% | -11.8 | ? | -9.3% | -24.8%
O=C(C1CCC1)N1CCN(c2ccc(Cl)cc2)CC1 | -10.4% | 11.4% | 55.3 | -18.9% | -1.3% | 7.7%
Cc1nc(N)nc(C)c1Cc1ccccc1 | -12.7% | -1.4% | -35.3 | 2.8% | -33.6% | 0.8%
O=S(=O)(c1ccc(-c2csc(=Nc3ccc(OC(F)(F)Cl)cc3)n2CCCO)cc1)N1CCCC1 | 2.9% | . | -100.4* | . | -2.0% | .
Cc1nn(-c2ccc(Cl)cc2)c2sc(C(=O)c3c(N)n(C)c(=O)n(C)c3=O)cc12 | -0.6% | 6.8% | 21.8 | -5.6% | 8.8% | -15.3%
O=C1CC(=O)N(c2ccccc2F)C(=O)N1 | -0.2% | -1.6% | -9.2 | 10.7% | 3.6% | 8.0%
O=C(Nc1cnn(Cc2ccc(Cl)cc2)c1)C1CCCC1 | -1.6% | 8.2% | 18.8 | 6.8% | 1.5% | -3.3%
O=C(NC(=O)c1ccccc1)Nc1ccccc1 | 7.2% | 0.3% | -3.0 | 5.6% | 18.1% | -8.8%
Cc1ccc(C)c(-n2cc(CN3CCCN(C=O)CC3)c(-c3ccccc3)n2)c1 | -4.1% | 13.7% | -9.4 | 2.8% | -8.9% | 7.7%
Cc1nn(-c2ccc(F)cc2)c(-n2cccc2)c1C(=O)N1CCN(c2ccccc2F)CC1 | -5.6% | . | -3.9 | . | -1.2% | .
Cc1ccn2cc(-c3cccc(NS(C)(=O)=O)c3)nc2c1 | 1.1% | -17.3% | -12.6 | -22.3% | 0.5% | 8.0%
O=C(COC(=O)C1=Cc2ccccc2OC1)NCc1ccccc1 | -14.1% | . | -12.3 | 7.1% | 0.7% | 3.0%
Cc1ccccc1NC(=O)Cc1nc(COC(=O)c2ccc([N+](=O)[O-])cc2)cs1 | 3.3% | . | -10.6 | -13.8% | -2.7% | 18.8%
Cc1cnc(NC(=O)Cc2ccccc2Cl)s1 | 5.7% | -3.6% | -21.5 | ? | 0.1% | 0.5%
Cc1ccc(S(=O)(=O)N2CCSC2c2ccco2)cc1 (configuration not stated) | ? | ? | 24.5 | -0.7% | 44.7µM* | -21.6%
O=C(COc1ccccc1[N+](=O)[O-])c1ccccc1 | 2.7% | -12.0% | -16.1 | 1.7% | . | 7.8%
Cc1cc(S(=O)(=O)N2CCCC(N3CCOCC3)C2)c(C)cc1Cl (configuration not stated) | -2.6% | 9.2% | -24.2 | ? | -33.5% | -8.2%
C/C(=C/c1ccccc1)C(=O)N1CC(C)OC(C)C1 (configuration not stated) | 10.7% | 8.3% | -38.6 | 14.3% | -3.0% | -1.1%
COc1ccccc1OCCCOc1c(C)cc(C)cc1Br | -17.7% | 4.3% | -9.8 | ? | 0.5% | 150.9%[activator]
Cc1cc(=O)[nH]c2c1c(-c1ccccc1)nn2C | -8.4% | 1.3% | -7.4 | -10.6% | ? | -7.7%
O=C(COC(=O)c1ccc[nH]c1=O)NCCc1ccc(F)cc1 | -10.2% | 2.0% | 2.5 | 22.5% | 0.8% | -10.1%
CCCOc1ncnc2c1[nH]c1ccc(OC)cc12 | -3.8% | 2.3% | 68.0 | ? | 16.4% | 3.9%

A run of entries of the results above, for reference:
SMILES | AmpC inh detg | FBPA Giardia inh | HCMV inh | HCV inhibitor | Sm TGR block | AMA1 RON2 block
Cc1nn(-c2ccc(F)cc2)c(-n2cccc2)c1C(=O)N1CCN(c2ccccc2F)CC1 | -5.6% | . | -3.9 | . | -1.2% | .
Cc1ccn2cc(-c3cccc(NS(C)(=O)=O)c3)nc2c1 | 1.1% | -17.3% | -12.6 | -22.3% | 0.5% | 8.0%
O=C(COC(=O)C1=Cc2ccccc2OC1)NCc1ccccc1 | -14.1% | . | -12.3 | 7.1% | 0.7% | 3.0%
Cc1ccccc1NC(=O)Cc1nc(COC(=O)c2ccc([N+](=O)[O-])cc2)cs1 | 3.3% | . | -10.6 | -13.8% | -2.7% | 18.8%
Cc1cnc(NC(=O)Cc2ccccc2Cl)s1 | 5.7% | -3.6% | -21.5 | ? | 0.1% | 0.5%
Cc1ccc(S(=O)(=O)N2CCSC2c2ccco2)cc1 (configuration not stated) | ? | ? | 24.5 | -0.7% | 44.7µM* | -21.6%
O=C(COc1ccccc1[N+](=O)[O-])c1ccccc1 | 2.7% | -12.0% | -16.1 | 1.7% | . | 7.8%
Cc1cc(S(=O)(=O)N2CCCC(N3CCOCC3)C2)c(C)cc1Cl (configuration not stated) | -2.6% | 9.2% | -24.2 | ? | -33.5% | -8.2%
C/C(=C/c1ccccc1)C(=O)N1CC(C)OC(C)C1 (configuration not stated) | 10.7% | 8.3% | -38.6 | 14.3% | -3.0% | -1.1%
COc1ccccc1OCCCOc1c(C)cc(C)cc1Br | -17.7% | 4.3% | -9.8 | ? | 0.5% | 150.9%[activator]
Cc1cc(=O)[nH]c2c1c(-c1ccccc1)nn2C | -8.4% | 1.3% | -7.4 | -10.6% | ? | -7.7%
O=C(COC(=O)c1ccc[nH]c1=O)NCCc1ccc(F)cc1 | -10.2% | 2.0% | 2.5 | 22.5% | 0.8% | -10.1%
CCCOc1ncnc2c1[nH]c1ccc(OC)cc12 | -3.8% | 2.3% | 68.0 | ? | 16.4% | 3.9%

High-throughput results: PubChem BioAssay, National Center for Advancing Translational Sciences (NCATS)

No enrichment for hits. About 9.3% of those tested had a hit in this group.
